Screens from PubChem.
tim23-1 inh: tim23-1 yeast growth inhibition; S. cerevisiae tim23-1 growth, BacTiter-Glo luminescence, 24 h; inhibition, % at 20 µM; 330,000 tested, 1.3% active; AID 463212;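 active = growth inhibition of the mutant yeast at or above 50%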;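 also: temperature-sensitive mutant grown at 25 °C; plate controls were DMSO-treated mutant yeast for no effect and medium wells lacking yeast for full effect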
Mdm2-MdmX inh: human Mdm2/MdmX binding inhibition. SaOS-2 split-luciferase Mdm2/MdmX complementation, luminescence. inhibition, % at 8 µM. 330,000 tested, 3% active. AID 485346;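 active = inhibition of at least 50% at 8 µM in the primary screen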
Target sequence (O15151 whole entry, looked up): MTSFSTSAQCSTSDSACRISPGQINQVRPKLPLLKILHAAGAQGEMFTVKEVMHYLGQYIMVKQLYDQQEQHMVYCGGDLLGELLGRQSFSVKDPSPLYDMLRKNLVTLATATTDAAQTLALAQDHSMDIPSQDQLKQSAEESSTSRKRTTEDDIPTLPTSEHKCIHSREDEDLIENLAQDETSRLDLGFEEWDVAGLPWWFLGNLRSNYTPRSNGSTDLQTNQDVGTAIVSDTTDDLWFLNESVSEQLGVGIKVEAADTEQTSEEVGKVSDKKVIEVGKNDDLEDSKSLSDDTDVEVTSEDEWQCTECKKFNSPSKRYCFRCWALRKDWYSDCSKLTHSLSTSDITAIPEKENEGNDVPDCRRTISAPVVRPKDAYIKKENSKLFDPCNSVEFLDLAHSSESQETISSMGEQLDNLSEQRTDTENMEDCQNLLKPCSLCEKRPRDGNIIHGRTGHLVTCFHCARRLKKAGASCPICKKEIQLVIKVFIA
Target sequence (Q00987 whole entry, looked up): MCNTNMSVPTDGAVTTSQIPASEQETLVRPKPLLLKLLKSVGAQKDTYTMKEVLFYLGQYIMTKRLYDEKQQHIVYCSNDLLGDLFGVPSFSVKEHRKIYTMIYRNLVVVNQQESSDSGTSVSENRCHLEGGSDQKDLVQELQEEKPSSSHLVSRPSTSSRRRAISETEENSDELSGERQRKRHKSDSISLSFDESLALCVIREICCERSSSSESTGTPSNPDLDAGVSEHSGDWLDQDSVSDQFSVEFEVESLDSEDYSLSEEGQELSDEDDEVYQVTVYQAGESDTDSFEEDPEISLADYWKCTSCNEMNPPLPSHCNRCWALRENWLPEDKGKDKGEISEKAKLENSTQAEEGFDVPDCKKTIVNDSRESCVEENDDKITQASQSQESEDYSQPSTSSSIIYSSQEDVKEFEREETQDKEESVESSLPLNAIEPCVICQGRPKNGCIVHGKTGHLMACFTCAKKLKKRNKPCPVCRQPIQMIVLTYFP
Jurkat NFkB inh: inhibitors of the PMA/ionomycin-induced NF-kB reporter in Jurkat cells; PMA/ionomycin-induced NF-kB luciferase reporter, luminescence; inhibition, % at 4 µM; 330,000 tested, 0.53% active; AID 435003; in the data active = inhibition above about 50%
UPR CHOP act: apoptotic UPR (CHOP) activation; CHO-CHOP luciferase reporter, luminescence; percent of tunicamycin response over DMSO baseline; 330,000 tested, 0.34% active; activation, % at 10 µM;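 active = at 10 µM dose, activation of 40% or more, normalized to positive control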;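 also: 100% = tunicamycin at 10 µg/mL and 0% = DMSO alone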
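Test system: CHO-CHOP cells, stable luciferase reporter of PERK-eIF2a-CHOP signalling | Quantity: 500 CHO-CHOP cells per well | Buffer or medium: F12 plus 10% serum | Compound dosing: 10 µM single point, 0.5% DMSO | Schedule: 6 h compound treatment, 37 °C | Signal: Luciferase luminescence | Control set: Tunicamycin high control, DMSO low control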
TIM10 inh: TIM10 yeast growth inhibition | inhibition, % at 10 µM | S. cerevisiae TIM10 strain growth, BacTiter-Glo luminescence, 24 h | 330,000 tested, 1.4% active;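 active = inhibition of 40% or more at the single tested concentration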;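 also: wild-type TIM10 isogenic control strain grown at permissive 25 °C; 0% = DMSO yeast wells and 100% = minimal medium wells without yeast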
tim10-1 inh: growth inhibitors of tim10-1 mutant yeast. S. cerevisiae tim10-1 ts strain growth, BacTiter-Glo, 24 h. inhibition, % at 20 µM. 330,000 tested, 2.2% active. AID 463190;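 active = inhibition of at least 40%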;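 also: mutant grown at 25 °C; 0% = DMSO wells with yeast and 100% = wells holding no yeast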
XBP1 UPR activ: adaptive UPR (XBP1) activation; AID 463104; activation, % at 20 µM; 330,000 tested, 0.33% active; CHO-XBP1 luciferase reporter, IRE1-XBP1 UPR activation, luminescence; percent of tunicamycin response, DMSO as zero;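 active = versus positive control, 20 µM dose yields 30% or more activation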;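 also: 100% = tunicamycin at 10 µg/mL and 0% = DMSO only wells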
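Material: CHO-XBP1 cells stably carrying IRE1-XBP1-driven luciferase reporter / Amount: 1000 cells per well / Compound: 20 µM, 1% DMSO / Times: 6 h treatment, 37 °C / Detection: luciferase luminescence / Measure: % activation of reporter signal versus tunicamycin and DMSO controls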
697 NFkB inh: inhibitors of the PMA/ionomycin-induced NF-kB reporter in 697 B cells. 697 B-cell NF-kB luciferase reporter, 16 h. inhibition, % at 4 µM. 330,000 tested, 0.33% active; in the data active = inhibition above about 35%
The depositor's hits bear a star. Rows were taken by chance; about 6.6% have a hit in one of these screens.

What do the screens show for `CC(C)Oc1ccc(C2C(C#N)=C(N)Oc3c2oc(CO)cc3=O)cc1` (stereo not drawn)?
tim23-1 inh: -4; Mdm2-MdmX inh: -7; Jurkat NFkB inh: 0; UPR CHOP act: -1.1; TIM10 inh: 1; tim10-1 inh: 14; XBP1 UPR activ: 0; 697 NFkB inh: 7

What do the screens show for `O=C(OCc1nc2ccccc2[n+]([O-])c1C(=O)c1ccccc1)c1ccco1`?
tim23-1 inh: 30; Mdm2-MdmX inh: 21; Jurkat NFkB inh: -3; UPR CHOP act: -2.2; TIM10 inh: 2; tim10-1 inh: 24; XBP1 UPR activ: 1; 697 NFkB inh: -16

What do the screens show for `CCCOc1ccccc1-c1nc2c([nH]1)c(=O)[nH]c(=O)n2C`?
tim23-1 inh: 6; Mdm2-MdmX inh: 29; Jurkat NFkB inh: -28; UPR CHOP act: 3.8; TIM10 inh: 2; tim10-1 inh: 20; XBP1 UPR activ: -1; 697 NFkB inh: 15

Results for O=C(NCCCn1ccnc1)Nc1ccc2c(c1)OCO2 ?
tim23-1 inh: 0; Mdm2-MdmX inh: 0; Jurkat NFkB inh: -28; UPR CHOP act: 3.2; TIM10 inh: -11; tim10-1 inh: 4; XBP1 UPR activ: -1; 697 NFkB inh: -2

Results for O=C(/C=C\NCC(=O)c1ccccc1)c1ccccc1 ?
tim23-1 inh: 18; Mdm2-MdmX inh: 2; Jurkat NFkB inh: -22; UPR CHOP act: 1.4; TIM10 inh: 16; tim10-1 inh: 23; XBP1 UPR activ: 1; 697 NFkB inh: -7

How did CCOC(=O)C1CN(C(C)(C)C)C(=O)C1=O (stereo not drawn) do in these assays?
tim23-1 inh: -3; Mdm2-MdmX inh: -25; Jurkat NFkB inh: -14; UPR CHOP act: 0.3; TIM10 inh: -14; tim10-1 inh: -5; XBP1 UPR activ: -2; 697 NFkB inh: -15

What do the screens show for `COc1ccccc1C1CC(=O)Oc2cc(C)cc(C)c21` (stereo not drawn)?
tim23-1 inh: 42; Mdm2-MdmX inh: 0; UPR CHOP act: 1.6; TIM10 inh: 1; tim10-1 inh: 17; XBP1 UPR activ: 1; 697 NFkB inh: 5

Results for CCCN=C1CC(C)(C)CC(=O)/C1=C(/O)CCCN1C(=O)c2ccccc2C1=O ?
tim23-1 inh: 19; Mdm2-MdmX inh: -10; Jurkat NFkB inh: -1; UPR CHOP act: 0.3; TIM10 inh: -15; tim10-1 inh: 17; XBP1 UPR activ: -3; 697 NFkB inh: 22

How did COc1ccc2c(c1)CCc1c(C(=O)NCCc3ccc(OC)c(OC)c3)noc1-2 do in these assays?
tim23-1 inh: 21; Mdm2-MdmX inh: 5; Jurkat NFkB inh: 5; UPR CHOP act: -0.4; TIM10 inh: 16; tim10-1 inh: 12; XBP1 UPR activ: -2; 697 NFkB inh: 10

What do the screens show for `Cc1ncoc1C(=O)Nc1cccc(Cl)c1`?
tim23-1 inh: 23; Mdm2-MdmX inh: -39; Jurkat NFkB inh: -40; UPR CHOP act: 2.6; TIM10 inh: 21; tim10-1 inh: 27; XBP1 UPR activ: 5; 697 NFkB inh: -9

Results for CC(Sc1ccccc1)C(=O)Nc1cccc(N(C)S(C)(=O)=O)c1 (stereo not drawn) ?
tim23-1 inh: 4; Mdm2-MdmX inh: -6; Jurkat NFkB inh: 2; UPR CHOP act: -0.6; TIM10 inh: -1; tim10-1 inh: 3; XBP1 UPR activ: -1; 697 NFkB inh: 14

Results for O=C(NCCCc1ccccc1)[C@@H]1Cc2ccccc2CN1 ?
tim23-1 inh: -2; Mdm2-MdmX inh: -12; Jurkat NFkB inh: -12; UPR CHOP act: -0.6; TIM10 inh: 6; tim10-1 inh: 4; XBP1 UPR activ: -1; 697 NFkB inh: -10

What do the screens show for `C=CCOC(=O)Nc1c(C(=O)OC)[nH]c2ccccc12`?
tim23-1 inh: 11; Mdm2-MdmX inh: 13; Jurkat NFkB inh: 3; UPR CHOP act: -2.6; TIM10 inh: 8; tim10-1 inh: 13; XBP1 UPR activ: -4; 697 NFkB inh: 0

Results for COc1cccc2sc(N3CCN(C(=O)c4ccc([N+](=O)[O-])o4)CC3)nc12 ?
tim23-1 inh: -37; Mdm2-MdmX inh: 22; Jurkat NFkB inh: -4; UPR CHOP act: 38; TIM10 inh: 25; tim10-1 inh: 51*; XBP1 UPR activ: -1; 697 NFkB inh: -17

How did COc1ccc(/C(C)=N\NC(=O)c2ccc3c(c2)OCO3)cc1OC do in these assays?
tim23-1 inh: 2; Mdm2-MdmX inh: -14; Jurkat NFkB inh: -8; UPR CHOP act: 0.7; TIM10 inh: 3; tim10-1 inh: -30; XBP1 UPR activ: 10; 697 NFkB inh: 10

An excerpt of the results above:
Results for O=C(NCCCc1ccccc1)[C@@H]1Cc2ccccc2CN1 ?
tim23-1 inh: -2; Mdm2-MdmX inh: -12; Jurkat NFkB inh: -12; UPR CHOP act: -0.6; TIM10 inh: 6; tim10-1 inh: 4; XBP1 UPR activ: -1; 697 NFkB inh: -10

What do the screens show for `C=CCOC(=O)Nc1c(C(=O)OC)[nH]c2ccccc12`?
tim23-1 inh: 11; Mdm2-MdmX inh: 13; Jurkat NFkB inh: 3; UPR CHOP act: -2.6; TIM10 inh: 8; tim10-1 inh: 13; XBP1 UPR activ: -4; 697 NFkB inh: 0

Grouped by structure, those above with a furan ring, fused or not
What do the screens show for `O=C(OCc1nc2ccccc2[n+]([O-])c1C(=O)c1ccccc1)c1ccco1`?
tim23-1 inh: 30; Mdm2-MdmX inh: 21; Jurkat NFkB inh: -3; UPR CHOP act: -2.2; TIM10 inh: 2; tim10-1 inh: 24; XBP1 UPR activ: 1; 697 NFkB inh: -16

Results for COc1cccc2sc(N3CCN(C(=O)c4ccc([N+](=O)[O-])o4)CC3)nc12 ?
tim23-1 inh: -37; Mdm2-MdmX inh: 22; Jurkat NFkB inh: -4; UPR CHOP act: 38; TIM10 inh: 25; tim10-1 inh: 51*; XBP1 UPR activ: -1; 697 NFkB inh: -17

More entries follow.
Results for Nc1nc(CSC(=S)N2CCOCC2)nc(Nc2ccc(F)cc2)n1 ?
tim23-1 inh: -20; Mdm2-MdmX inh: -44; Jurkat NFkB inh: -48; UPR CHOP act: 4.4; TIM10 inh: -20; tim10-1 inh: 12; XBP1 UPR activ: 4; 697 NFkB inh: -75

Results for CC(C(=O)N1CCN(C)CC1)N1C(=O)c2ccccc2C1=O (stereo not drawn) ?
tim23-1 inh: 16; Mdm2-MdmX inh: 2; Jurkat NFkB inh: -1; UPR CHOP act: 0.2; TIM10 inh: -19; tim10-1 inh: 3; XBP1 UPR activ: -2; 697 NFkB inh: 13

How did O=C(CSc1nnc(-c2ccccc2)c(-c2ccccc2)n1)Nc1ncc(Cl)cc1Cl do in these assays?
tim23-1 inh: 31; Mdm2-MdmX inh: 8; Jurkat NFkB inh: -4; UPR CHOP act: 1.3; TIM10 inh: 1; tim10-1 inh: 5; XBP1 UPR activ: 1; 697 NFkB inh: -7

How did N=C1C(=O)OCC1c1ccccc1NC(=O)CN1CCCCC1 (stereo not drawn) do in these assays?
tim23-1 inh: 7; Mdm2-MdmX inh: -14; Jurkat NFkB inh: 4; UPR CHOP act: 0.7; TIM10 inh: 14; tim10-1 inh: -9; XBP1 UPR activ: 2; 697 NFkB inh: 8

Results for O=C(c1ccc(Cl)c(Cl)c1)N1CCC(=O)N(C(CO)Cc2ccccc2)CC1 (stereo not drawn) ?
tim23-1 inh: 5; Mdm2-MdmX inh: 25; Jurkat NFkB inh: 14; UPR CHOP act: 0.7; TIM10 inh: 1; tim10-1 inh: -6; XBP1 UPR activ: 0; 697 NFkB inh: 12

Results for NC(=O)c1nsc(C(=O)N(c2ccccc2F)C(C(=O)NCc2ccc(F)cc2)c2ccc(O)cc2)c1N (stereo not drawn) ?
tim23-1 inh: -7; Mdm2-MdmX inh: 65*; Jurkat NFkB inh: 38; UPR CHOP act: 3.0; TIM10 inh: -4; tim10-1 inh: -2; XBP1 UPR activ: 0; 697 NFkB inh: 35

Results for Cc1cccc(C(=O)Nc2nc(C)c(C(=O)Nc3ccc4c(c3)CCC4)s2)c1 ?
tim23-1 inh: 10; Mdm2-MdmX inh: 58*; Jurkat NFkB inh: -3; UPR CHOP act: -1.5; TIM10 inh: -16; tim10-1 inh: -1; XBP1 UPR activ: -4; 697 NFkB inh: -114

How did CCc1nc2ccccc2n1CC(=O)N(C(C)CC)C1CCS(=O)(=O)C1 (stereo not drawn) do in these assays?
tim23-1 inh: 4; Mdm2-MdmX inh: -9; Jurkat NFkB inh: 10; UPR CHOP act: 1.0; TIM10 inh: 14; tim10-1 inh: 1; XBP1 UPR activ: -2; 697 NFkB inh: 12

Results for CCN(CC)C(=O)[C@H]1CC(CC(=O)NC(C)(C)C)C(=O)N2CCc3c([nH]c4ccccc34)[C@]12C (stereo partly drawn) ?
tim23-1 inh: 16; Mdm2-MdmX inh: 18; Jurkat NFkB inh: 3; UPR CHOP act: -0.7; TIM10 inh: 13; tim10-1 inh: 10; XBP1 UPR activ: -3; 697 NFkB inh: -1

What do the screens show for `CC(C)(C)c1ccccc1OCC(=O)NCCC(=O)O`?
tim23-1 inh: -4; Mdm2-MdmX inh: 23; Jurkat NFkB inh: 2; UPR CHOP act: -2.0; TIM10 inh: 5; tim10-1 inh: 8; XBP1 UPR activ: 2; 697 NFkB inh: 9

How did COc1cc(/C=C2/S/C(=N/S(=O)(=O)c3ccccc3)NC2=O)c([N+](=O)[O-])cc1OC do in these assays?
tim23-1 inh: -1; Mdm2-MdmX inh: 23; Jurkat NFkB inh: 7; UPR CHOP act: 1.6; TIM10 inh: 7; tim10-1 inh: 9; XBP1 UPR activ: -1; 697 NFkB inh: 15

What do the screens show for `COc1ccc(C2=NN(C(=O)c3ccccc3)C(c3ccc(OC)c(OC)c3)C2)c(OC(C)=O)c1` (stereo not drawn)?
tim23-1 inh: 21; Mdm2-MdmX inh: 29; Jurkat NFkB inh: 3; UPR CHOP act: 4.5; TIM10 inh: 8; tim10-1 inh: 25; XBP1 UPR activ: 0; 697 NFkB inh: 2

Results for O=C(CNC(=O)c1ccco1)OCC(=O)c1cccc2ccccc12 ?
tim23-1 inh: 4; Mdm2-MdmX inh: 7; Jurkat NFkB inh: 14; UPR CHOP act: -2.2; TIM10 inh: -22; tim10-1 inh: 0; XBP1 UPR activ: 0; 697 NFkB inh: 12

What do the screens show for `COc1ccc(-c2nsc3c(N4CCN(S(=O)(=O)c5ccccc5F)CC4)ncnc23)cc1`?
tim23-1 inh: 0; Mdm2-MdmX inh: 43; Jurkat NFkB inh: -7; UPR CHOP act: 0.7; TIM10 inh: 5; tim10-1 inh: -6; XBP1 UPR activ: 7; 697 NFkB inh: 3

What do the screens show for `CN(CC(=O)Nc1ccccc1Br)C(=O)CNC(=O)c1ccco1`?
tim23-1 inh: 6; Mdm2-MdmX inh: -14; Jurkat NFkB inh: 6; UPR CHOP act: 3.0; TIM10 inh: -4; tim10-1 inh: 2; XBP1 UPR activ: -1; 697 NFkB inh: 16

What do the screens show for `COc1ccc(CC(O)COS(N)(=O)=O)cc1` (stereo not drawn)?
tim23-1 inh: 7; Mdm2-MdmX inh: -22; Jurkat NFkB inh: 4; UPR CHOP act: -0.4; TIM10 inh: 6; tim10-1 inh: -22; XBP1 UPR activ: 2; 697 NFkB inh: -1

What do the screens show for `Cc1ccc(F)c(C2C3C=CCC(c4cccc(-c5ccc(N(C)C)cc5)c4)C3C(=O)N2Cc2ccccc2)c1` (stereo not drawn)?
tim23-1 inh: -9; Mdm2-MdmX inh: 17; Jurkat NFkB inh: 15; UPR CHOP act: -0.6; TIM10 inh: -16; tim10-1 inh: 25; XBP1 UPR activ: 0; 697 NFkB inh: -47

Results for COC(=O)Cc1c(C)c2ccc(OCC(=O)N3CCCC(C)C3)c(C)c2oc1=O (stereo not drawn) ?
tim23-1 inh: 32; Mdm2-MdmX inh: 15; Jurkat NFkB inh: 15; UPR CHOP act: 0.2; TIM10 inh: 8; tim10-1 inh: 22; XBP1 UPR activ: -4; 697 NFkB inh: -18
